High-throughput results (PubChem)
CCR6 antag: blocks CCL20-driven beta-arrestin recruitment at human CCR6; P51684; CHO-K1 CCR6 PathHunter beta-arrestin, luminescence, CCL20-stimulated; inhibition, % at 20 µM; 340,000 compounds, 0.49% hits; AID 493098;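 active means compounds whose inhibition of the agonist-driven luminescence signal at 20 µM reaches about 50%, limit read from the data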;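 further: cells stimulated with CCL20 at 14 nM final; plate controls were DMSO with CCL20 for no effect and DMSO without agonist for full effect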
EBI2 block: EBI2 (human) antagonism; P32249; EBI2 beta-arrestin recruitment, luminescence, 7a,25-OHC stimulated; inhibition, % at 5 µM; 360,000 compounds, 0.81% hits; in the data active means inhibition above about 38%;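 further: enzyme fragment complementation signal reports receptor beta-arrestin coupling in cells; 0% = agonist plus DMSO wells and 100% = wells without agonist; some results beyond the cut were filed as inactive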
Target sequence (P32249 whole entry, looked up, the tested form may be a part): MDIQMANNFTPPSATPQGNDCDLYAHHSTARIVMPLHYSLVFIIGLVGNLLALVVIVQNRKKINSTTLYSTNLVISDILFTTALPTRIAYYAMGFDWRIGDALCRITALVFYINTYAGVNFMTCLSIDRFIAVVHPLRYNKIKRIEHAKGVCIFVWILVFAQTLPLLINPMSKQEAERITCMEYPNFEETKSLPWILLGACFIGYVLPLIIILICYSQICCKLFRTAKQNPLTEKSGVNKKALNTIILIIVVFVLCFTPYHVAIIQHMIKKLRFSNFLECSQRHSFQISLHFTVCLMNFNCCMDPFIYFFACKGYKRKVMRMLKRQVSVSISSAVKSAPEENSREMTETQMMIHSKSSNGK
ATG4B inh: blocks human ATG4B protease cleavage of LC3 substrate | Q9Y4P1 | 340,000 compounds, 0.51% hits | ATG4B cleavage of LC3-PLA2, NBD-HPC fluorescence, 1 h | AID 504462 | inhibition, % at 8.33 µM; in the data active means inhibition above about 40%
Gli-Sufu antag: Gli-Sufu pathway antagonism. AID 588413. inhibition, % at 5 µM. Sufu-KO-LIGHT fibroblasts, Gli luciferase reporter luminescence. 340,000 compounds, 0.74% hits;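 active means inhibition above about 55%, limit read from the data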;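 further: 0% = DMSO-treated cells and 100% = wells with medium but no cells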
UBC13 polyUb: human UBC13 polyubiquitination inhibition | P61088 | 330,000 compounds, 0.47% hits | UBC13 polyubiquitin chain formation, TR-FRET | inhibition, % at 20 µM | AID 485273; in the data active means inhibition above about 45%, passing the limit was not always enough
Target sequence (P61088 whole entry, looked up): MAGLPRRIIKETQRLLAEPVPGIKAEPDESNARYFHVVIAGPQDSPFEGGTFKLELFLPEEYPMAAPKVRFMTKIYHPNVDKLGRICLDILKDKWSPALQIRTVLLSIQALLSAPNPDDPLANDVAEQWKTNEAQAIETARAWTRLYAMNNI
APJ antag: blocks the human apelin receptor APJ | 330,000 compounds, 0.32% hits | CHO-K1 APJ beta-arrestin complementation, luminescence | inhibition, % at 20 µM;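 active means inhibition above about 40% at 20 µM, limit read from the data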;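 further: cells challenged with 10 nM apelin-13 agonist together with compound; plate controls were apelin-13 plus DMSO wells for no effect and DMSO wells lacking apelin-13 for full effect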
APJ agonist: APJ receptor agonism | P35414 | CHO-K1 APJ PathHunter beta-arrestin, luminescence; 0% DMSO wells, 100% apelin | activation, % at 20 µM | 330,000 compounds, 0.11% hits | AID 2520;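 active means activation more than six SD over the plate average, tested at 20 µM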;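 further: 0% = DMSO alone and 100% = apelin-13 at 10 nM; some results filed as inactive read as strong as hits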
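Assay system: CHO-K1 APJ beta-arrestin complementation cell line / Compound: single test compound dose, 20 µM final, 1% DMSO / Times: overnight seeding, 90 min compound at 25 °C, 1 h detection / Technique: beta-gal luminescence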
CXCR6 inh: CXCR6 (human) receptor inhibition | O00574 | 360,000 compounds, 0.36% hits | CHO-K1 PathHunter CXCR6 beta-arrestin, luminescence | inhibition, % at 20 µM | AID 602244; in the data active means inhibition above about 34%, passing the limit was not always enough;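 further: antagonist mode with CXCL16 agonist at 10 nM final; 0% = 10 nM CXCL16 with DMSO and 100% = unstimulated wells without agonist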
Target sequence (O00574 whole entry, looked up): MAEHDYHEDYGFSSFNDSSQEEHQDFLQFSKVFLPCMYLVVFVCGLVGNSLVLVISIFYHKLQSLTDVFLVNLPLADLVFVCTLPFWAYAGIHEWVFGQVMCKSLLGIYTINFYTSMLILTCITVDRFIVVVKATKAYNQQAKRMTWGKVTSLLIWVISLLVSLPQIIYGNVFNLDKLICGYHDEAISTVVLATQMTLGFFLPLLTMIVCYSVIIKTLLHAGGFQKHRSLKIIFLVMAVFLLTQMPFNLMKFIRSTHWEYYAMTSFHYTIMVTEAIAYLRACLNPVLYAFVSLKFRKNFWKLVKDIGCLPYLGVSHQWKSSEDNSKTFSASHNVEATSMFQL
An asterisk follows results filed as active; / = not tested or not shown; & = joins results of further samples; ! = not active in a repeat. Rows were taken by chance; about 3% have a hit in one of these screens.

SMILES	CCR6 antag	EBI2 block	ATG4B inh	Gli-Sufu antag	UBC13 polyUb	APJ antag	APJ agonist	CXCR6 inh
COc1ccccc1C(=O)N/C(=C/c1ccc(Br)cc1)C(=O)N1CCCC1	12	-2	11	9	6	7	-3	-3
CCOc1ccc(C2=Nn3c(nnc3-c3ccccc3)SC2)cc1Cl	-19	6	-5	-8	3	3	-1	0
C=CCn1c(SCC(=O)c2ccccc2)nnc1-c1ccc2c(c1)OCO2	-5	-1	8	-31	2	-10	-2	7
Cc1c(NC(=O)CCC(=O)N2CCOCC2)c(=O)n(-c2ccccc2)n1C	0	-14	-10	3	1	-4	1	-4
CCOC(=O)C1=C(C)OC(N)=C(C(=O)OCC)C1c1cccnc1 (configuration not stated)	5	2	-12	2	9	-4	-4	-2
CCOC(=O)c1cc2cc([N+](=O)[O-])cc(OC)c2oc1=O	1	-8	-8	-5	-8	10	2	7
O=C(CC(C(=O)N1CCc2ccccc21)n1ccnc1)NCc1ccccc1 (configuration not stated)	-14	-1	1	-23	19	-6	-4	3
COC(CNC(=O)CN1CCN(Cc2ccc(F)cc2Cl)C1=O)OC	4	-6	14	-11	3	-16	-4	-4
COc1ccc(C(=O)N2CCCC(c3nc(-c4cc(OC)c(OC)c(OC)c4)no3)C2)cc1 (configuration not stated)	10	-2	9	21	-4	4	-3	-4
CCCNC(=S)N(Cc1ccccc1)Cc1nc2ccccc2c(=O)[nH]1	8	-1	-4	-1	14	2	-2	1
COc1ccc(OC[C@@H](O)CNC(=O)c2cccc3c2C(=O)c2ccc(-c4ccc(F)cc4OCc4ccccc4)cc2S3(=O)=O)cc1	8	26	-7	34	-38	-1	-1	5
CCCc1cc(=O)oc2cc(OCC(=O)N3CCN(C(=O)C4COc5ccccc5O4)CC3)ccc12 (configuration not stated)	21	19	-17	-3	6	4	1	8
COc1cc(NC(=O)c2c3c(nc4ccccc24)CCC3)cc(OC)c1	2	9	2	7	6	15	-1	-5
CCCCCn1c(=N)n(CC(O)COc2ccccc2OC)c2ccccc21 (configuration not stated)	-15&1	0&-2	-9&6	81*!	32&25	-59&-22	7&-1	0&-16
O=C(NC1CCCC1)c1cc2nc(-c3ccco3)cc(C(F)(F)F)n2n1	15	-3	10	-26	6	21	-2	5
COc1cc(C(=O)C(=O)c2ccc(O)c(OC)c2)ccc1O	7	-5	-6	-7	-15	21	-1	17
Fc1ccccc1Cc1noc(CN(Cc2ccccn2)CC2CCCO2)n1 (configuration not stated)	-10	-2	0	4	-8	8	-3	-2
CC(Oc1ccc(Br)cc1)C(=O)Nc1cc(S(=O)(=O)N2CCOCC2)ccc1N1CCCC1 (configuration not stated)	10	2	7	-2	0	22	-3	4
Cc1ccc(C)c(-c2ccc(=O)n(Cc3ccc(F)cc3Cl)n2)c1	19	8	14	4	8	9	-2	-2
CNC(=O)c1ccccc1Sc1ccccc1C#N	-1	3	5	7	-4	-21	2	4
Cn1c(=O)n(C)c2cc(NS(=O)(=O)c3ccccc3)ccc21	5	-6	5	18	16	-3	-4	-12
CC(=O)c1cccc(NC(=S)Nc2ccc(F)cc2)c1	10	4	4	26	-5	16	-3	-3
Cn1ncc(C(=O)N=S(C)(=O)c2ccccc2)c1[N+](=O)[O-] (configuration not stated)	-12	-20	-4	-9	-10	-14	2	-4
CCOc1ccc2nc(N3C(=O)/C(=C/c4ccc(Cl)cc4)NC3=S)sc2c1	5	-8	1	-16	/	/	/	7
Cc1c(C(=O)NN2CCOCC2)oc2ccccc12	-10	-4	5	-27	13	1	-1	-1
O=Cc1c(NCCN2CCOCC2)c2ccccc2[nH]c1=O	-3	2	7	2	-4	4	0	11
CC(=O)c1ccc(S(=O)(=O)N2CCN(CC#N)CC2)cc1	-1	-7	-5	-1	-16	8	-2	-1
N#Cc1ccc(C(=O)OCC(=O)NC(=O)NC2CCCCC2)cc1	-5	-3	-4	1	7	-6	-4	-13
CCCCN(CC)CCCNC(=O)C1c2ccccc2C(=O)N(C)C1c1cn(C)c2ccccc12 (configuration not stated)	-5	-7	-1	/	15	-8	-3	-7
O=C(CCSc1ccc(Cl)cc1)c1ccco1	15	7	4	-5	3	8	-2	-1
CCCN(c1ccc(C(C)C)cc1)S(=O)(=O)c1c(C)noc1C	27	18	-6	-4	1	13	-8	6
COc1ccc(CNC(=O)C2CCCN2)cc1OC (configuration not stated)	1	-3	-4	-1	3	-5	-2	-6
O=C(CCNC(=O)c1ccc([N+](=O)[O-])cc1)Nc1ccccc1N1CCCCC1	12	13	-7	13	3	-5	11	-2
CC(C)Cc1ccc(C(C)C(=O)Nc2ccccc2O)cc1 (configuration not stated)	9	-21	10	38	2	-18	3	-9
O=C(/C=C/c1cccs1)NC(=S)NNC(=O)c1ccccc1O	26	-5	1	-3	20	16	-3	5
Clc1ccc(OCCCCN2CCc3ccccc3C2)cc1	20	-10	1	12	5	20	-2	0
CCc1[nH]nc2c1C(C1C=CCCC1)C(C#N)=C(N)O2 (configuration not stated)	-6	-22	-11	-5	2	2	-1	8
O=C(COC(=O)[C@@H]1CCCN1C(=O)c1cccs1)Nc1cccc(Cl)c1	14	1	-4	-6	16	-4	-5	3
COc1ccc(N2C(=O)CC(Sc3nc4ccccc4s3)C2=O)cc1OC (configuration not stated)	10	-15	3	-14	7	-9	1	0
CCOC(=O)N1CCN(c2c(F)cc3[nH]c(=S)[nH]c3c2Br)CC1	24	6	-1	-10	0	-6	1	-6
O=C(Nc1c(C(=O)N2CCN(c3ccccn3)CC2)oc2ccccc12)c1ccc([N+](=O)[O-])cc1	-6	19	2	17	-5	-36	10	4
CCOC(=O)[C@H]1[C@H]2COc3ccc(OC)cc3[C@@H]2N2C(=O)CN(CCc3c[nH]c4ccccc34)C(=O)[C@@]12C	2	8	-15	5	5	-8	-2	-2
COc1ccc(C2c3c(nc[nH]c3=O)Oc3nc[nH]c(=O)c32)cc1	/	13	/	/	3	-1	-3	-6
CCSc1ccc([C@@H]2[C@@H]3C(=O)N(CC)C(=O)[C@@H]3[C@]3(C(=O)OC)CCCCN23)cc1OC	1	6	-8	-7	-8	22	-6	4
CCc1nnc(NC(=O)C2CCN(C(=O)NC3CCCCC3)CC2)s1	9	-11	8	-26	-3	-1	3	-2
O=C(O)c1ccc(Cl)c(S(=O)(=O)N2CCCC2)c1	3	-2	-15	-3	-4	10	-4	-2
Cn1c(N)c(C(=O)COC(=O)Cc2ccc(Cl)c(Cl)c2)c(=O)n(C)c1=O	11	-4	-16	-4	8	1	0	10
COc1ccc(N2CCN(C(=O)c3cc(C)on3)CC2)cc1	4	4	6	-7	-7	-4	3	-4
N#Cc1c(-c2ccccc2)ccn(Cc2cccc(Cl)c2)c1=O	7	13	10	4	15	2	-2	1
O=C(Cc1cc(=O)[nH][nH]1)N/N=C/c1c(F)cccc1Cl	-9	-6	5	-6	-9	20	-2	0

Compound profiles, as listed above. Values in the order: CCR6 antag, EBI2 block, ATG4B inh, Gli-Sufu antag, UBC13 polyUb, APJ antag, APJ agonist, CXCR6 inh
Record of `COc1ccc(N2CCN(C(=O)c3cc(C)on3)CC2)cc1` = 4, 4, 6, -7, -7, -4, 3, -4
Record of `CCOC(=O)[C@H]1[C@H]2COc3ccc(OC)cc3[C@@H]2N2C(=O)CN(CCc3c[nH]c4ccccc34)C(=O)[C@@]12C` = 2, 8, -15, 5, 5, -8, -2, -2
Record of `O=C(Nc1c(C(=O)N2CCN(c3ccccn3)CC2)oc2ccccc12)c1ccc([N+](=O)[O-])cc1` = -6, 19, 2, 17, -5, -36, 10, 4
Record of `O=C(Cc1cc(=O)[nH][nH]1)N/N=C/c1c(F)cccc1Cl` = -9, -6, 5, -6, -9, 20, -2, 0
Record of `N#Cc1c(-c2ccccc2)ccn(Cc2cccc(Cl)c2)c1=O` = 7, 13, 10, 4, 15, 2, -2, 1

Other structures.
SMILES	CCR6 antag	EBI2 block	ATG4B inh	Gli-Sufu antag	UBC13 polyUb	APJ antag	APJ agonist	CXCR6 inh
CC(C)(CO)NCc1cccc(OCc2ccc(Cl)cc2)c1	28	-6	13	5	5	-2	-1	0
CC(C)NS(=O)(=O)c1ccc(CCC(=O)O)cc1	-8	-7	6	-9	-5	5	-7	-1
O=C(/C=C/c1ccc(F)cc1)NC(=S)NNC(=O)[C@H]1C[C@@H]1c1ccccc1	41	11	-8	-12	-37	19	-2	28
Oc1ccc(/C=N/Nc2nc(-c3ccc(Cl)cc3)cc(C(F)(F)F)n2)cc1	-13	11	11	3	-2	-18	0	-2
Cc1ccc(S(=O)(=O)c2nc(-c3ccccc3Br)oc2N(C)C)cc1	17	-8	18	4	-2	3	-7	5
CC(C(=O)NC1=NCCS1)N1C(=O)C2CC=CCC2C1=O (configuration not stated)	7	-5	-11	-5	2	1	0	-3
CCN1CCN(CC(O)COC(c2ccccc2)c2ccccc2C)CC1 (configuration not stated)	2	-6	-6	8	7	16	-1	0
COc1ccc(C2=NN(C(=O)c3ccccc3)C(c3ccc(OC)c(OC)c3)C2)c(OC(C)=O)c1 (configuration not stated)	/	8	/	/	1	24	-5	5
COC(=O)C1(C)NC(c2ccccc2C)C2C(=O)N(c3ccc(F)cc3)C(=O)C21 (configuration not stated)	4	-3	7	5	-4	-4	-4	4
Cc1ccc(S(=O)(=O)NC(=O)Nc2cc(C)on2)cc1	8	-8	1	0	4	3	-2	-4
Cc1ccc(N(CC(=O)NC(C)C)C(=O)CCC(=O)Nc2nccs2)cc1	16	-4	-7	/	-2	-2	0	6
O=C(N=NC(=O)c1ccc2c(O)n(CC3CCCO3)c(O)c2c1)c1cccnc1 (configuration not stated)	6	-34	-13	1	2	1	-4	-3
C=CCN1C(=O)C(C)S/C1=N\S(=O)(=O)c1ccc(Cl)cc1 (configuration not stated)	15	-6	8	21	2	4	-5	5
CCOc1ccc(CCNC(=O)C2CC(=O)N(c3ccc4c(c3)OCCO4)C2)cc1OCC (configuration not stated)	11	6	1	0	3	4	-4	-1
CSc1nnc(CNC(=O)c2ccccc2)n1-c1ccc(F)cc1	9	-8	-1	1	-4	5	-4	-5
Cn1c(-c2ccccc2)c(C=O)c2ccccc21	-3	10	-4	-17	7	9	-2	-7
C/C=C(\C)C(=O)Nc1cccc(C2=NOC3(C2)C[C@H](C(N)=O)N(C(=O)c2cc([N+](=O)[O-])cc([N+](=O)[O-])c2)C3)c1 (some centres not stated)	-12	-19	-9	2	-14	-128	17	-25
O=C(COC(=O)c1ccc(Cl)c(S(=O)(=O)N2CCCC2)c1)NCc1cccs1	10	20	-1	1	-5	-7	2	1
CCC(O)C1CCN(C(=O)c2ccc(OC3CCN(Cc4ccccn4)CC3)cc2)CC1 (configuration not stated)	8	-2	-5	3	0	10	10	-2
COc1cccc(/C=N\NC(C)=O)c1OC/C=C/c1ccccc1	19	14	11	0	4	4	-5	3
CC(C)[C@H](N)C(=O)NC[C@H]1CC[C@H](C(=O)N[C@@H](Cc2ccccc2)C(=O)O)CC1	11	-4	-1	32	0	8	0	-8
O=C1CCCc2ccccc2N1Cc1cccc(Cl)c1	3	-15	1	6	6	14	-6	4
COc1ccc(S(=O)(=O)N2CC(=O)Nc3ccccc32)cc1C	1	-4	-7	0	5	11	2	0
O=c1[nH]c(/C=C/c2ccccc2Cl)c([N+](=O)[O-])c(=O)[nH]1	-7	3	6	-16	2	18	1	-6
Cn1nnnc1SCC(=O)Nc1ccc(Br)cc1Br	9	-3	-6	-9	-10	1	-1	-1
CCCNC(=O)c1onc(CSc2ccc(F)cc2)c1C(=O)NCC1CC1	-3	-9	-4	13	1	-56	-2	0
COc1ccc(OC)c(Nc2nc(C)nc3c2oc2ccccc23)c1	0	32	-1	11	15	6	-1	4
Cc1nc(C(=O)Nc2ccc(Cl)cc2Cl)nn1-c1cc(OC(C)C)c(Cl)cc1Cl	14	20	1	4	-5	1	-2	-1
O=C1C2C3CCC(O3)C2C(=O)N1c1nccs1 (configuration not stated)	5	-10	-3	2	/	/	/	0
